Source: PubChem BioAssay
M1 PAM parental – M1 PAM counterscreen hit in parental CHO-K1 cells; ATP EC20, Fluo-8 calcium fluorescence; 0% at ATP EC20, 100% at ATP max; activation, % at 3 µM; hit rate 0.02% among 360,000; AID 602247;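 active means activation above the run cutoff, the mean activation of all test compounds plus 3 SD, cut at about 40% in these data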;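 further: peak over basal fluorescence ratio in a 140 s read after ATP addition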
CHO-K1 Ca antag – counter-screen for M1 antagonists: effect in parental CHO-K1 cells; ATP-induced calcium, Fluo-8 fluorescence; inhibition, % at 3 µM; hit rate 0.6% among 360,000; AID 602250;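 active means inhibition above a per-plate cutoff, the plate's mean sample inhibition plus 3 SD, cut at about 24% in these data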;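 further: 0% = DMSO plus EC80 ATP and 100% = DMSO alone without ATP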
M1 ag parental – counter-screen for M1 agonists: effect in parental CHO-K1 cells. hit rate 0.48% among 360,000. activation, % at 3 µM. Fluo-8 calcium fluorescence; scaled to maximal ATP response, vehicle zero. AID 602248; in the data active means activation above about 15%;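 further: untransfected CHO-K1 host cells lacking M1 receptor as counterscreen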
M4 PAM – positive allosteric modulators of human muscarinic M4 receptor; CHO-K1 hM4/Gqi5, Fluo-8 calcium fluorescence, ACh EC20; 0% = ACh EC20, 100% = maximal ACh; hit rate 0.4% among 360,000; activation, % at 3 µM; AID 624126; P08173;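 active means activation above its plate's cutoff, the mean activation of sample wells plus 3 SD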; further: some results filed as inactive read as strong as hits
Target sequence (P08173 whole entry, looked up): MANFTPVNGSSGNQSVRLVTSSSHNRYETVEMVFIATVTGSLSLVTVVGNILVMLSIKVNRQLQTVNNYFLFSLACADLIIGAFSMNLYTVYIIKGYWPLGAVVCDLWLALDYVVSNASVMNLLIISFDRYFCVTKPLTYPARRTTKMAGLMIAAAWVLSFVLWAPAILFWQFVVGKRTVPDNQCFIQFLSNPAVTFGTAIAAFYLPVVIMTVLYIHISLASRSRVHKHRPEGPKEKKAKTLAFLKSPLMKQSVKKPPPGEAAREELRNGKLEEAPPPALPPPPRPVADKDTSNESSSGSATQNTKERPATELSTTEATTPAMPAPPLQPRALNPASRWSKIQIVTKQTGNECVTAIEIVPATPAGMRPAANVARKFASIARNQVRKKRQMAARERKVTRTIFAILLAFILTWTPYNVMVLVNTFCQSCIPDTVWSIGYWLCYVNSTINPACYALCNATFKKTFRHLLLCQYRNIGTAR
M4 ag – agonists of human muscarinic M4 receptor (CHRM4); P08173; CHO-K1 hM4/Gqi5, Fluo-8 calcium fluorescence; vehicle 0%, full acetylcholine response 100%; activation, % at 3 µM; hit rate 0.14% among 360,000; AID 624127;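 active means activation above the run mean over all test wells plus 3 SD, cut at about 32% in these data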;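 further: peak over basal fluorescence ratio per well then scaled between controls; 0% = DMSO wells and 100% = acetylcholine at EC100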
M5 ag – agonists of human muscarinic M5 receptor (CHRM5). hit rate 0.19% among 360,000. activation, % at 3 µM. CHO-K1 hM5 cells, Fluo-8 calcium fluorescence; 0% DMSO wells, 100% maximal acetylcholine response. P08912;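 active means activation above the run's mean over test compounds plus 3 SD, cut at about 23% in these data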;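 further: signal is peak over basal fluorescence ratio across the kinetic read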
Target sequence (P08912 whole entry, looked up): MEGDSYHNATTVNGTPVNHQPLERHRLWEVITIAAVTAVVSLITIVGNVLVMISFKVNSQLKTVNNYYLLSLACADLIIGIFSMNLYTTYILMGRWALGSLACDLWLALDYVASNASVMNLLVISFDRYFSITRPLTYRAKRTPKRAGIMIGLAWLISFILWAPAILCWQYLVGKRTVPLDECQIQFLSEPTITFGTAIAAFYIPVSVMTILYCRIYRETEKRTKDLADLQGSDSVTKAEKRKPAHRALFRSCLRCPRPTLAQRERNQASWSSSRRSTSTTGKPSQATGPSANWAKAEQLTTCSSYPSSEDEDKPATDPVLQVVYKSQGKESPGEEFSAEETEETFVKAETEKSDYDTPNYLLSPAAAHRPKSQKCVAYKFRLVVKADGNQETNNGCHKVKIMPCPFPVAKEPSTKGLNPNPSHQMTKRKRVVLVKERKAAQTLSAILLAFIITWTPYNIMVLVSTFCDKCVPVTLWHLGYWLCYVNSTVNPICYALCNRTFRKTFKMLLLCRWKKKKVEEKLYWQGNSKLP
M4 antag – CHRM4 antagonism in calcium assay | CHO-hM4 cells, ACh EC80, Fluo-8 calcium fluorescence | inhibition, % at 3 µM | hit rate 0.73% among 360,000;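 active means inhibition above its plate's cutoff, the mean inhibition of sample wells plus 3 SD, cut at about 27% in these data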;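 further: 0% = acetylcholine EC80 with DMSO and 100% = DMSO without agonist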
CHRM5 PAM – CHRM5 positive allosteric modulation | CHO-K1 hM5, Fluo-8 calcium, ACh EC20 PAM; 0% = ACh EC20, 100% = ACh EC100 | activation, % at 3 µM | hit rate 0.3% among 360,000;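 active means activation above the run cutoff, the mean activation of all test compounds plus 3 SD, cut at about 18% in these data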
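Replicates: One well per compound, no replicates | System: Human M5 receptor in CHO-K1 cells | Benchmarks: Low control EC20 acetylcholine (0%), high control EC100 acetylcholine (100%) | Probe or stimulus: Acetylcholine, EC20 level | Times: Fluo-8 loading 80 min at 37 °C plus 30 min room temperature | Signal: Intracellular calcium via Fluo-8 fluorescence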
CHRM5 antagonist – CHRM5 antagonism in calcium assay; inhibition, % at 3 µM; AID 624040; P08912; CHO-hM5 cells, Fluo-8 calcium fluorescence, ACh EC80; hit rate 0.59% among 360,000;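 active means inhibition above a per-plate cutoff, the mean of that plate's test compounds plus 3 SD, cut at about 27% in these data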;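 further: 0% = acetylcholine EC80 with DMSO and 100% = DMSO without agonist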
Starred values were filed as active, the others as inactive.

Screening COc1ccc(N(CC(=O)N2CCOCC2)S(C)(=O)=O)c(OC)c1 returned M1 PAM parental 2, CHO-K1 Ca antag -7, M1 ag parental 0.1, M4 PAM -1, M4 ag 1, M5 ag 4, M4 antag -7, CHRM5 PAM 3 and CHRM5 antagonist -8.
For CCN1CCN(C2=C(NS(=O)(=O)c3ccc(C)cc3)C(=O)c3ccccc3C2=O)CC1 the results were M1 PAM parental 5, CHO-K1 Ca antag -8, M1 ag parental 0.7, M4 PAM 0, M4 ag 1, M5 ag -4, M4 antag 3, CHRM5 PAM 1 and CHRM5 antagonist -10.
For O=C(OCc1nnc(-c2cccs2)o1)c1cccnc1Cl the results were M1 PAM parental 11, CHO-K1 Ca antag -20, M1 ag parental 0.9, M4 PAM 8, M4 ag 1, M5 ag 4, M4 antag -14, CHRM5 PAM 5 and CHRM5 antagonist -2.
CCOC(=O)c1c(NC(=O)CN2CCCCC2)sc2c1CCN(C(=O)OCC)C2 was read as M1 PAM parental 8, CHO-K1 Ca antag -25, M1 ag parental 0.4, M4 PAM 3, M4 ag -1, M5 ag 3, M4 antag -3, CHRM5 PAM -5 and CHRM5 antagonist 2.
`CCOC(=O)C[C@H]1c2ccccc2S(=O)(=O)N1C1CC1` gave M1 PAM parental 7, CHO-K1 Ca antag -9, M1 ag parental 0.7, M4 PAM -1, M4 ag 1, M5 ag 1, M4 antag 6, CHRM5 PAM 9 and CHRM5 antagonist -1.
Screening CCOC(=O)c1sc(/N=C/Nc2nc(C)c(C(=O)OCC)s2)nc1C returned M1 PAM parental -1, CHO-K1 Ca antag -5, M1 ag parental 0.1, M4 PAM 39*, M4 ag 1, M5 ag 3, M4 antag -9, CHRM5 PAM 2 and CHRM5 antagonist -4.
`CC(=O)c1cccc(NC(=O)N2CCCC2C(=O)Nc2ccc3c(c2)OCO3)c1` (centres undefined) gave M1 PAM parental 0, CHO-K1 Ca antag -2, M1 ag parental 0.1, M4 PAM 7, M4 ag 1, M5 ag 0, M4 antag 4, CHRM5 PAM 15 and CHRM5 antagonist -11.
O=C(O)CCCC(=O)Nc1ccccc1SCCS(=O)(=O)c1ccc(Cl)cc1 was read as M1 PAM parental 7, CHO-K1 Ca antag -10, M1 ag parental -0.2, M4 PAM 8, M4 ag 0, M5 ag 0, M4 antag -1, CHRM5 PAM -1 and CHRM5 antagonist -2.
Cc1ccc(S(=O)(=O)N2CCOCC2)cc1NC(=O)COC(=O)c1cc(=O)c2ccccc2o1 was read as M1 PAM parental -12, CHO-K1 Ca antag 8, M1 ag parental 0.4, M4 PAM 2, M4 ag 0, M5 ag -1, M4 antag 4, CHRM5 PAM 2 and CHRM5 antagonist 0.
For Cc1ccc(NC(=S)N2CCC(c3nc4ccccc4s3)CC2)cc1 the results were M1 PAM parental 16, CHO-K1 Ca antag -19, M1 ag parental 5.4, M4 PAM 1, M4 ag 12, M5 ag -2, M4 antag -11, CHRM5 PAM -4 and CHRM5 antagonist 2.
Screening COc1ccc(C(=O)CSc2nnc(-c3cnccn3)n2Cc2ccco2)cc1 returned M1 PAM parental 9, CHO-K1 Ca antag -3, M1 ag parental 0.6, M4 PAM 6, M4 ag 1, M5 ag 0, M4 antag 0, CHRM5 PAM 3 and CHRM5 antagonist -5.
`COC(=O)c1cc(NC(=S)NCc2ccc(Cl)cc2)cc(C(=O)OC)c1` gave M1 PAM parental -5, CHO-K1 Ca antag 24*, M1 ag parental 13, M4 PAM -6, M4 ag 18, M5 ag 12, M4 antag 13, CHRM5 PAM -14 and CHRM5 antagonist 29*.
Screening O=C(NC1CCCc2c1cnn2-c1cc(F)cc(F)c1)c1ccc[n+]([O-])c1 (centres undefined) returned M1 PAM parental 5, CHO-K1 Ca antag -10, M1 ag parental 0.5, M4 PAM 1, M4 ag 0, M5 ag -4, M4 antag -2, CHRM5 PAM -4 and CHRM5 antagonist -6.
Screening CCC1=C(OC(=O)N(CC)CC)N2C(=O)OC(=NCC(=O)OC)[C@]2(C)[C@H]2C1=CC[C@H]1C(=O)N(CC(=O)OC)C(=O)[C@H]12 returned M1 PAM parental 5, CHO-K1 Ca antag -6, M1 ag parental 0.2, M4 PAM -4, M4 ag 1, M5 ag 4, M4 antag 2, CHRM5 PAM 3 and CHRM5 antagonist 9.
`CCN(CCC(=O)Nc1cc([N+](=O)[O-])ccc1OC)Cc1ccccc1` gave M1 PAM parental 5, CHO-K1 Ca antag -5, M1 ag parental 0.6, M4 PAM -2, M4 ag 1, M5 ag -2, M4 antag -5, CHRM5 PAM -2 and CHRM5 antagonist 1.
For O=C(O)CC/C(=N\Nc1ccccc1[N+](=O)[O-])c1cccs1 the results were M1 PAM parental 17, CHO-K1 Ca antag -8, M1 ag parental -0.8, M4 PAM -1, M4 ag 0, M5 ag -4, M4 antag -4, CHRM5 PAM 5 and CHRM5 antagonist 1.
Screening Cc1cc(C)cc(Oc2nc(C(F)(F)F)nc3ccccc23)c1 returned M1 PAM parental 6, CHO-K1 Ca antag 1, M1 ag parental -0.5, M4 PAM 3, M4 ag -1, M5 ag -2, M4 antag -18, CHRM5 PAM 0 and CHRM5 antagonist -11.
For C=CCNC(=O)c1ccc2c(=O)n(Cc3ccccc3OC)c(=S)[nH]c2c1 the results were M1 PAM parental 2, CHO-K1 Ca antag -8, M1 ag parental 3.5, M4 PAM -20, M4 ag 8, M5 ag 1, M4 antag -6, CHRM5 PAM -3 and CHRM5 antagonist 12.
`COc1ccc(F)cc1S(=O)(=O)n1cc(C)nc1-c1ccccc1` gave M1 PAM parental 11, CHO-K1 Ca antag -13, M1 ag parental 0.1, M4 PAM 3, M4 ag 1, M5 ag -5, M4 antag -15, CHRM5 PAM -6 and CHRM5 antagonist 0.
`COc1ccc(NC(=O)c2ccccc2NC(=O)NC2CCCCC2)cc1` gave M1 PAM parental 9, CHO-K1 Ca antag 4, M1 ag parental 0.2, M4 PAM 8, M4 ag 1, M5 ag -1, M4 antag -4, CHRM5 PAM -2 and CHRM5 antagonist 6.

Quoted from the results shown for reference:
Screening COc1ccc(N(CC(=O)N2CCOCC2)S(C)(=O)=O)c(OC)c1 returned M1 PAM parental 2, CHO-K1 Ca antag -7, M1 ag parental 0.1, M4 PAM -1, M4 ag 1, M5 ag 4, M4 antag -7, CHRM5 PAM 3 and CHRM5 antagonist -8.
For CCN1CCN(C2=C(NS(=O)(=O)c3ccc(C)cc3)C(=O)c3ccccc3C2=O)CC1 the results were M1 PAM parental 5, CHO-K1 Ca antag -8, M1 ag parental 0.7, M4 PAM 0, M4 ag 1, M5 ag -4, M4 antag 3, CHRM5 PAM 1 and CHRM5 antagonist -10.
For O=C(OCc1nnc(-c2cccs2)o1)c1cccnc1Cl the results were M1 PAM parental 11, CHO-K1 Ca antag -20, M1 ag parental 0.9, M4 PAM 8, M4 ag 1, M5 ag 4, M4 antag -14, CHRM5 PAM 5 and CHRM5 antagonist -2.
CCOC(=O)c1c(NC(=O)CN2CCCCC2)sc2c1CCN(C(=O)OCC)C2 was read as M1 PAM parental 8, CHO-K1 Ca antag -25, M1 ag parental 0.4, M4 PAM 3, M4 ag -1, M5 ag 3, M4 antag -3, CHRM5 PAM -5 and CHRM5 antagonist 2.

(cont.)
O=C(NCCCn1cccn1)C1CCC(=O)N(CCc2ccccc2)C1 (centres undefined) was read as M1 PAM parental 16, CHO-K1 Ca antag -12, M1 ag parental 0.0, M4 PAM 3, M4 ag 0, M5 ag -2, M4 antag -3, CHRM5 PAM 1 and CHRM5 antagonist 2.
Screening CC1CCCCN1Cc1ccc(-c2nnn(CC(=O)NC3CCCCC3)n2)cc1 (centres undefined) returned M1 PAM parental -6, CHO-K1 Ca antag 20, M1 ag parental -0.2, M4 PAM 4, M4 ag 2, M5 ag 2, M4 antag 8, CHRM5 PAM 6 and CHRM5 antagonist 7.
Screening O=C(C1CCCCN1S(=O)(=O)c1ccc(F)cc1)N1CCN(c2ccccc2F)CC1 (centres undefined) returned M1 PAM parental 13, CHO-K1 Ca antag 5, M1 ag parental 1.0, M4 PAM -2, M4 ag 5, M5 ag 1, M4 antag -15, CHRM5 PAM -5 and CHRM5 antagonist 0.
`CCc1nc2ccccc2n(CCOCCn2c(=O)c(CC)nc3ccccc32)c1=O` gave M1 PAM parental 11, CHO-K1 Ca antag -18, M1 ag parental 0.1, M4 PAM 10, M4 ag 0, M5 ag 3, M4 antag -12, CHRM5 PAM 7 and CHRM5 antagonist -7.
For C[C@@H](c1ccccc1)N1Cc2ccccc2Oc2cc(Br)ccc2S1(=O)=O the results were M1 PAM parental -11, CHO-K1 Ca antag 0, M1 ag parental 0.6, M4 PAM -10, M4 ag -2, M5 ag 0, M4 antag 6, CHRM5 PAM -1 and CHRM5 antagonist -4.
For CCOC(=O)c1cnn(-c2cc(C)cc(C)c2)c1N the results were M1 PAM parental 0, CHO-K1 Ca antag -14, M1 ag parental 0.5, M4 PAM -3, M4 ag 1, M5 ag -2, M4 antag 2, CHRM5 PAM -2 and CHRM5 antagonist 11.
`COc1cc2ncc(S(=O)(=O)c3ccccc3)c(N3CCCC(C)C3)c2cc1OC` (centres undefined) gave M1 PAM parental 12, CHO-K1 Ca antag -2, M1 ag parental 3.5, M4 PAM -6, M4 ag 11, M5 ag 2, M4 antag 3, CHRM5 PAM -9 and CHRM5 antagonist 15.
O=C(CN1CCN(C(C(=O)Nc2ccc(F)cc2)c2ccccc2)CC1)NC1CC1 (centres undefined) was read as M1 PAM parental 10, CHO-K1 Ca antag -15, M1 ag parental 0.0, M4 PAM -1, M4 ag 0, M5 ag 2, M4 antag 7, CHRM5 PAM 0 and CHRM5 antagonist 12.
`CCOC(=O)c1cc2sccc2n1CC(=O)Nc1ccc(OC)cc1` gave M1 PAM parental 9, CHO-K1 Ca antag -8, M1 ag parental 0.4, M4 PAM 3, M4 ag 0, M5 ag -12, M4 antag -6, CHRM5 PAM -7 and CHRM5 antagonist -1.
For COC(=O)c1ccc2nc(-c3ccc(OC)c(OC)c3)c(Cc3ccccc3)n2c1 the results were M1 PAM parental 1, CHO-K1 Ca antag 0, M1 ag parental 0.0, M4 PAM 0, M4 ag 2, M5 ag -4, M4 antag -4, CHRM5 PAM -5 and CHRM5 antagonist 2.
`COc1ccccc1NC(=O)CN1CCN(c2ccccn2)CC1` gave M1 PAM parental 17, CHO-K1 Ca antag -3, M1 ag parental 2.1, M4 PAM 11, M4 ag 2, M5 ag 0, M4 antag -2, CHRM5 PAM -3 and CHRM5 antagonist 2.
C=CCn1c(N)cc(=O)nc1SCC(=O)Nc1ccc(C)cc1 was read as M1 PAM parental 17, CHO-K1 Ca antag -15, M1 ag parental -0.2, M4 PAM 16, M4 ag 2, M5 ag -2, M4 antag -24, CHRM5 PAM 1 and CHRM5 antagonist -5.
For COc1cccc(NC(=O)C(Sc2nc3ccccc3c(=O)n2CC(C)C)c2ccccc2)c1 (centres undefined) the results were M1 PAM parental -5, CHO-K1 Ca antag 11, M1 ag parental -0.2, M4 PAM -5, M4 ag 1, M5 ag 0, M4 antag 9, CHRM5 PAM -6 and CHRM5 antagonist 8.
